E coli Lon inh = inhibits E. coli Lon protease; purified E. coli Lon protease, fluorescence polarization; inhibition, % at 7.94 µM; 0.42% of 360,000 active; in the data active = inhibition above about 13%, passing the limit was not always enough;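 also: 0% = enzyme with probe and DMSO and 100% = no enzyme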
PABP1 MLLE inh = inhibitors of microRNA-mediated deadenylation, human PABP1 MLLE binding; P11940; AID 588489; inhibition, % at 20 µM; GST-MLLE / FITC-PAM2 fluorescence polarization; 0.36% of 360,000 active; in the data active = inhibition above about 35%, passing the limit was not always enough;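 also: plate controls were DMSO wells with GST-MLLE for no effect and wells lacking GST-MLLE protein for full effect; some results filed as inactive read as strong as hits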
TbMetRS inhib = Trypanosoma brucei MetRS inhibition; 0.4% of 360,000 active; inhibition, % at 11.9 µM; purified T. brucei MetRS, ATP depletion, Kinase-Glo luminescence;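 active = inhibition above a per-plate cutoff of the control wells' mean inhibition plus 3 SD, cut at about 5.5% in these data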;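 also: 0% = DMSO wells median and 100% = median of wells with control inhibitor compound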
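Assay system: T. brucei methionyl-tRNA synthetase, purified | Medium: HEPES buffer with MgCl2, KCl, DTT, spermine, BSA, pyrophosphatase | Compound: 11.9 µM single point | Incubation: 15 min enzyme-compound preincubation, 2 h reaction, 10 min detection, 25 °C | Measured by: Kinase-Glo luciferase luminescence reporting remaining unconsumed ATP | Measure: % inhibition normalized to control-well medians | Replication: Singlicate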
bovine MsrA act = activates bovine MsrA enzyme; purified bovine MsrA, absorbance read-out; activation, % at 10.6 µM; 0.3% of 360,000 active; in the data active = activation above about 7.5%;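 also: 0% = vehicle and 100% = reference activator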
SKN-1 inh = C. elegans SKN-1 inhibition; 0.49% of 360,000 active; C. elegans VP596 Pgst-4::GFP/RFP ratio, acrylamide-induced, 24 h; inhibition, % at 21.8 µM;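 active = interference check ratio from 0.5 to 1.5 plus GFP to RFP signal ratio inhibition reaching or exceeding a fixed threshold, cut at about 30% in these data, passing the limit was not always enough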; also: some compounds called inactive have numbers as strong as hits
FAS TE block = FAS thioesterase (human) inhibition. P49327. recombinant FAS-TE, OMFH fluorogenic substrate, fluorescence endpoint. inhibition, % at 15 µM. 0.67% of 360,000 active;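 active = compounds whose normalised, plate-corrected inhibition of enzyme fluorescence in the single-dose primary screen is 50% or more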;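 also: 0% = DMSO with enzyme and 100% = substrate without enzyme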
CendR NRP1 mod = modulators of CendR peptide binding to human neuropilin-1; O14786; inhibition, % at 25 µM; FAM-RPARPAR peptide binding to NRP-1, fluorescence polarization; 0.85% of 360,000 active;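 active = inhibition or corrected inhibition above about 18%, plus a signal ratio from 0.5 to 1.5, limit read from the data, passing the limit was not always enough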; also: strong numbers were not always called active
MsrA inh = inhibits bovine methionine sulfoxide reductase A. purified bovine MsrA, absorbance read-out. AID 651718. 0.75% of 360,000 active. inhibition, % at 15.5 µM; in the data active = inhibition above about 4.5%;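 also: 0% = vehicle wells with enzyme and 100% = reference inhibitor wells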
MT1-MMP act inh = MT1-MMP (human) activation inhibition; 0.061% of 360,000 active; AID 651647; GFP/RFP ratio change, % at 20 µM; P50281; HT1080 RFP-PRO-GFP cells, GFP/RFP ratio fluorescence, overnight; percent of plate control window, DMSO zero;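 active = GFP/RFP ratio change of at least 30% with cell ATP level not reduced by more than half and red fluorescence within 50% of control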; also: strong numbers were not always called active
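Material – HT1080 RFP-PRO-GFP cells · Control set – DMSO wells and RFP-L50D-GFP cells · Incubation – overnight cell settling, then overnight compound exposure, 37 °C, 5% CO2 · Compound dosing – single-point 20 µM compound, 1% DMSO · Read-out – GFP/RFP fluorescence ratio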
* hit, by the source's call.

1: Cc1cnc(C)c(N2CCN(Cc3cn(C)nc3-c3cccc(Cl)c3)CC2)n1
2: O=C(NC(N1CCCC1)C(Cl)(Cl)Cl)c1ccccc1 (stereo unspecified)
3: Cc1nc(N)[nH]c(=O)c1CCCNc1ccc(CCCCC2(CCl)OCCO2)cc1
4: COc1nccc(Nc2ccccc2)c1C#N
5: COc1cccc(C(=O)NCC(=O)n2nc(C)cc2C)c1
6: COc1cc(O)c(C(CC(=O)N2CCN(c3ccccc3)CC2)c2cc(OC)c(OC)c(OC)c2)c(OC)c1 (stereo unspecified)
7: CCOC(=O)c1c(SCCN2CCCC2)n(-c2ccccc2)c(=S)n(-c2ccccc2)c1=O
8: FC(F)(F)c1n[nH]c(=S)n1/N=C/c1ccco1
9: CCN(c1ccccc1)S(=O)(=O)c1ccc2c(c1)N(C(C)=O)CCS2
10: COC(=O)c1ccccc1NC(=O)c1cc[n+]([O-])cc1

screen / no.,1,2,3,4,5,6,7,8,9,10
E coli Lon inh,-2,-10,4,-4,5,-16,-7,-8,3,1
PABP1 MLLE inh,0,7,-2,-3,7,-4,21,-86,1,7
TbMetRS inhib,-0.9,0.4,-0.1,-1.4,-0.5,-0.2,-0.5,-0.6,0.1,-0.3
bovine MsrA act,-1,-3,-2,-3,3,-1,-10,-2,-1,-6
SKN-1 inh,-3,6,-9,15,11,-5,-6,-3,21,-12
FAS TE block,10,-5,-3,0,-7,-6,22,-9,0,-6
CendR NRP1 mod,-1,-3,10,-6,14,-19,-11,-4,-4,4
MsrA inh,1.3,-0.6,-0.3,2.3,0.4,0.3,2.6,-0.2,1.3,0.3
MT1-MMP act inh,1,4,0,-2,-1,0,1,4,1,-5

Results in PABP1 MLLE inh, for 5 of the compounds above:
#	SMILES	PABP1 MLLE inh
5	COc1cccc(C(=O)NCC(=O)n2nc(C)cc2C)c1	7
6	COc1cc(O)c(C(CC(=O)N2CCN(c3ccccc3)CC2)c2cc(OC)c(OC)c(OC)c2)c(OC)c1 (stereo unspecified)	-4
7	CCOC(=O)c1c(SCCN2CCCC2)n(-c2ccccc2)c(=S)n(-c2ccccc2)c1=O	21
8	FC(F)(F)c1n[nH]c(=S)n1/N=C/c1ccco1	-86
9	CCN(c1ccccc1)S(=O)(=O)c1ccc2c(c1)N(C(C)=O)CCS2	1

Further compounds.
11: CN1CCC(OC(=O)c2cccc(Cl)c2)CC1
12: CCC(=O)Nc1cccc2ccccc12
13: Cn1ncc(N=Cc2c(O)ccc3ccccc23)c1C(=O)Nc1cccc(Cl)c1
14: CC(=O)N1CCN(c2ccc(S(=O)(=O)N3CCCCC3)cc2[N+](=O)[O-])CC1
15: CC(C)Cc1cc(C(=O)NCc2ccco2)no1
16: CC(C)(C)c1ccc(-n2ncc3c2CCCC3NC(=O)CCn2cncn2)cc1 (stereo unspecified)
17: COc1ccc(CCNc2cc(C)nc3c(-c4ccccc4)cnn23)cc1OC
18: COc1ccc(/C=C(/NC(=O)c2ccccc2)C(=O)N2CCCC2)cc1
19: CC(=O)N1CC(C)Oc2ccc(S(=O)(=O)NC(CC(=O)O)c3cc(C)ccc3C)cc21 (stereo unspecified)
20: CC(c1ccccc1)N1C(=O)c2cccnc2C1=O (stereo unspecified)

screen / no.,11,12,13,14,15,16,17,18,19,20
E coli Lon inh,-5,-9,-3,9,3,-23,1,4,5,-14
PABP1 MLLE inh,3,3,-7,1,-4,1,10,-5,-16,5
TbMetRS inhib,1.1,-0.3,-0.3,-0.2,0.0,-0.4,0.2,-0.6,0.1,1.1
bovine MsrA act,-3,-2,-3,-3,-1,-4,-3,-1,-3,-1
SKN-1 inh,9,11,1,4,6,16,14,-8,5,39*
FAS TE block,-4,-6,-59,-17,0,-5,27,-5,-8,-3
CendR NRP1 mod,7,18,46,-14,0,19,2,0,-9,11
MsrA inh,0.9,1.7,0.3,-0.1,-0.1,-0.3,0.5,0.9,-0.3,-1.1
MT1-MMP act inh,-4,5,-31,-1,1,1,1,-2,-2,3

21: CCCCn1c(SCC(=O)c2ccccc2)nc2c1c(=O)[nH]c(=O)n2C
22: COc1ccc(CC(=O)Nc2cc(C)ccc2O)cc1OC
23: Nc1nnc(SCC(=O)OCC(=O)c2ccccc2)s1
24: COCc1nnc(NS(=O)(=O)c2ccc(OC)cc2)s1
25: O=C(COC(=O)c1ccccn1)Nc1ccc2c(c1)OCCO2
26: CCOC(=O)c1ccc(NC(=O)CN2CCN(C(=O)C3CCCO3)CC2)cc1 (stereo unspecified)
27: COc1ccc(C(=O)CN2C(=O)C(C)(C)Oc3ccc(C(=O)N4CCCCCC4)cc32)cc1
28: N#CCSc1nnc2c(Cl)cc(Cl)cn12
29: O=C(COC(=O)/C=C/c1cccc(Br)c1)Nc1cccc(S(=O)(=O)NC2=NCCC2)c1
30: CCOC(=O)c1cnn(-c2nc(OCC)cc(OCC)n2)c1C

screen / no.,21,22,23,24,25,26,27,28,29,30
E coli Lon inh,-6,7,0,-6,-9,-7,-2,4,-15,-12
PABP1 MLLE inh,-13,1,13,5,5,-1,10,-2,-27,7
TbMetRS inhib,-0.7,0.3,-0.5,-1.3,-0.1,0.1,-1.1,-1.6,-0.2,-1.0
bovine MsrA act,-5,2,-1,-3,-2,-3,-10,-3,-4,-7
SKN-1 inh,-6,-1,-10,15,13,-2,-4,15,11,0
FAS TE block,-2,-6,-4,-7,-7,-6,8,-6,-3,4
CendR NRP1 mod,2,-9,-8,17,14,12,-3,-10,2,0
MsrA inh,-1.8,-0.9,0.2,2.0,-1.0,0.5,-1.0,1.2,-0.4,0.6
MT1-MMP act inh,11,7,1,2,-2,-6,3,-2,2,-5

31: Cc1ccccc1S(=O)(=O)NCc1ccc(N2CCN(C)CC2)cc1
32: COCCCNC(=O)C(=O)NCC(c1ccco1)N1CCN(c2ccc(OC)cc2)CC1 (stereo unspecified)
33: O=C(O)c1ccc(N=Nc2c(O)[nH]c3ccccc23)cc1
34: CCc1ccc(C(=O)Nc2cccnc2Oc2ccc(Cl)cc2)cc1
35: O=C(O)C(c1ccccc1)C1(O)CCC1 (stereo unspecified)
36: CCOc1ccc(OCC)c(S(=O)(=O)NCc2ccccc2)c1
37: COC(=O)C1=CN(Cc2ccc(C)cc2)C=C(C(=O)OC)C1c1ccc(F)c(F)c1
38: CCCc1cc(=O)[nH]c(SCc2cc(=O)oc3c(C)c(C)ccc23)n1
39: COc1ccc(NC(=O)C2(C)Cc3c(-c4cccc(C(N)=O)c4)ccnc3O2)cc1 (stereo unspecified)
40: CC(C)(C)c1cc(C(=O)Nc2ccccc2)ccn1

screen / no.,31,32,33,34,35,36,37,38,39,40
E coli Lon inh,2,-4,1,-19,2,4,4,1,-1,-5
PABP1 MLLE inh,7,0,4,-34,4,-10,0,8,-8,-7
TbMetRS inhib,0.0,0.0,-0.5,-0.6,-0.6,-0.8,0.5,-0.5,-0.2,-0.4
bovine MsrA act,-3,-1,-2,-2,-10,-4,-2,-5,0,1
SKN-1 inh,-3,14,-4,2,-6,6,7,1,18,15
FAS TE block,-5,-8,-3,27,0,1,26,14,-6,-2
CendR NRP1 mod,12,-1,-12,-33,9,-2,10,-5,-5,10
MsrA inh,-1.0,0.3,2.2,0.6,0.0,-0.6,-0.4,-1.4,0.5,1.7
MT1-MMP act inh,-8,1,-10,-7,-5,0,-3,-1,13,-5

41: O=C(COC(=O)c1ccco1)NC1CCCCC1
42: ON1C(c2ccccc2)CC2(O)c3nonc3CCC12 (stereo unspecified)
43: Cc1nn(CC(=O)NN)c(C)c1Br
44: Cc1ccc(NC(=O)Nc2nnc(Cc3ccc([N+](=O)[O-])cc3)s2)cc1C
45: O=C(O)CCNC(=O)c1cncc(Br)c1
46: COc1ccc(Cl)cc1NC(=O)COC(=O)C1COc2ccccc2O1 (stereo unspecified)
47: COc1ccc(S(=O)(=O)Nc2ccc(S(=O)(=O)Nc3nc(C)cc(C)n3)cc2)cc1OC
48: CCN1CCCC1CNC(=O)c1cc2cc(OC)c(OC)cc2[nH]1 (stereo unspecified)
49: CC1(C)Cc2nc3sc4c(N(CCO)CCO)ncnc4c3cc2CO1
50: CCN(CC(=O)NCc1ccc(F)cc1)C(=O)C(C)Oc1cccc(Cl)c1 (stereo unspecified)

screen / no.,41,42,43,44,45,46,47,48,49,50
E coli Lon inh,6,-3,9,-2,-4,-7,3,6,-9,-7
PABP1 MLLE inh,16,-8,-2,-8,12,-3,-4,-1,11,-19
TbMetRS inhib,-1.6,-1.5,-0.6,-0.7,0.1,-0.3,-0.2,-0.8,-0.1,-0.3
bovine MsrA act,-11,-7,-2,-2,5,-5,0,-4,-5,-1
SKN-1 inh,-28,11,29,4,7,8,3,11,14,1
FAS TE block,-16,-5,-7,-6,-10,-5,-4,-3,-10,-1
CendR NRP1 mod,-5,-11,-8,5,4,6,10,-2,5,-12
MsrA inh,0.0,-0.7,0.4,-0.8,0.6,-0.3,0.4,2.2,1.1,0.8
MT1-MMP act inh,5,2,1,-6,1,-2,-1,3,12,-5

51: Cc1ncsc1CCOC(=O)c1ccccc1
52: Cc1noc(C)c1S(=O)(=O)Nc1ccc(C(=O)NC2CCCCC2)cc1
53: CC(OC(=O)c1ccc2c(c1)OCO2)C(=O)NC1CCCCC1 (stereo unspecified)
54: Cc1cccc(C(=O)N2CCN(C(=O)c3cccc(C)c3)C(C)C2)c1 (stereo unspecified)
55: Cc1nnc(NC(=O)c2ccc(-c3ccc(Cl)cc3)o2)s1
56: Cc1cc(OC(=O)c2c(Cl)cccc2Cl)nc(C)n1
57: Cc1ccc(-n2c(C)nn(Cc3ccc([N+](=O)[O-])cc3)c2=O)cc1
58: O=C(COC(=O)Cc1ccc(Br)cc1)NCc1ccccc1
59: C[C@H](CO)N1C[C@H](C)[C@@H](CN(C)Cc2cccc(C(=O)O)c2)OCc2cnnn2CCCC1=O
60: O=C(NNC(=O)C1CCCCC1)c1ccc(Br)cc1
61: N/C(Cc1ccc([N+](=O)[O-])cc1)=N\OC(=O)Cc1ccc(Cl)cc1

screen / no.,51,52,53,54,55,56,57,58,59,60,61
E coli Lon inh,5,-8,3,-13,4,6,2,-7,-5,2,3
PABP1 MLLE inh,-15,-15,-6,-5,3,-2,3,0,-7,7,-1
TbMetRS inhib,-0.6,-1.6,-0.3,-0.7,-0.3,-1.3,1.6,-0.1,-0.7,-0.7,0.1
bovine MsrA act,-6,-13,-2,-1,-2,-15,0,-2,-6,-3,-1
SKN-1 inh,-3,1,0,10,3,-6,-7,-13,5,-9,12
FAS TE block,-5,-8,-2,-2,-2,-3,40,-5,-8,-8,30
CendR NRP1 mod,-3,0,-14,-1,-3,9,9,0,0,10,-9
MsrA inh,0.5,0.2,1.1,0.8,0.1,0.9,0.2,-0.1,0.9,-0.1,1.4
MT1-MMP act inh,-1,5,-1,-2,4,-4,-1,-1,2,-2,-1

Another view of part of the listing above:
nr	Compound	E coli Lon inh	PABP1 MLLE inh	TbMetRS inhib	bovine MsrA act	SKN-1 inh	FAS TE block	CendR NRP1 mod	MsrA inh	MT1-MMP act inh
56	Cc1cc(OC(=O)c2c(Cl)cccc2Cl)nc(C)n1	6	-2	-1.3	-15	-6	-3	9	0.9	-4
60	O=C(NNC(=O)C1CCCCC1)c1ccc(Br)cc1	2	7	-0.7	-3	-9	-8	10	-0.1	-2
